Shiga toxin inh: Shiga toxin inhibition. inhibition, % at 38.7 µM. AID 2315. 290,000 tested, 9.2% active. Vero cells, Shiga toxin protein synthesis inhibition reporter; in the data active means inhibition mostly above about 28%, no sharp cut-off; inactive means mostly below about 43%; further: 0% is about no effect
HCV inhibitor: inhibitors of hepatitis C virus infection | Huh7.5.1 HCVcc-Cre infection, luciferase reporter, 44 h | Potency, µM (series often up to 41.8 µM), for the others: top-dose activity change, negative = inhibition, actives largely listed as inhibitors | 340,000 tested, 3.4% active; further: potency means the concentration at half of the fitted maximal effect; on the % scale 0 is the no-effect control and ±100 the full control effect
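After 44 h co-culture of compound, cells and HCVcc-Cre (~0.5 moi), substrate is added for 15 min at room temperature and luciferase measured over 15 sec. Cells were seeded at 1,000/well and pre-cultured 4 h.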
Pf growth 48h: P. falciparum growth inhibition at 48 hours (one generation); P. falciparum luciferase growth in erythrocytes, 48 h; 310,000 tested, 5.9% active; Potency, µM (doses to about 28.7 µM), without a hit: at the highest dose activity change, negative = inhibition, usual class: inhibitors; further: potency means the concentration at half of the fitted maximal effect; on the % scale 0 is the no-effect control and ±100 the full control effect
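Here the parasites carry a stable luciferase gene and grow inside erythrocytes in Albumax-based RPMI medium with compound for one erythrocytic cycle. Activity is scored as loss of luminescent signal.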
Pf growth 96h: P. falciparum growth inhibition at 96 hour, primary screen for plastid delayed-death inhibitors | 320,000 tested, 6.9% active | P. falciparum luciferase reporter growth, 96 h | Potency, µM (titrated, usually from 28.7 µM), for the others: top-dose activity change, negative = inhibition, actives largely listed as inhibitors | AID 504834; further: potency means the concentration at half of the fitted maximal effect; on the % scale 0 is the no-effect control and ±100 the full control effect
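Plates of compound plus infected erythrocytes (2% hematocrit, 0.05% parasitemia final) incubate 96 hours, 37 C, 5% CO2. Detection reagent added; reduced luminescence from the parasites' luciferase reporter flags inhibition.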
Tb PYK inh: T. brucei pyruvate kinase inhibition | Q57TT1 | TbPYK enzyme, Kinase-Glo Plus ATP luminescence, 45 min | Potency, µM (titrated, usually from 76.8 µM), for inactives: at the highest dose activity, negative = inhibition, actives largely listed as inhibitors | 410,000 tested, 0.12% active | AID 624173; further: potency means the concentration at half of the fitted maximal effect; on the % scale 0 is the no-effect control and ±100 the full control effect; nearly all actives have a fitted effect of over 50% in size
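Activity of T. brucei pyruvate kinase was followed by Kinase-Glo Plus luminescence after the enzyme reacted 45 min at room temperature with 130 uM ADP (final) and substrate. Test compounds were added before ADP at multiple concentrations.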
LmPK inhibitor: LmPK (Leishmania mexicana) enzyme inhibition. Q27686. purified LmPK, Kinase-Glo ATP luminescence, 1 h. Potency, µM (titrated, usually from 57.5 µM), for the others: at the top dose activity change, negative = inhibition, most hits filed as inhibitors. 290,000 tested, 0.37% active. AID 1721; further: potency means the concentration at half of the fitted maximal effect; on the % scale 0 is the no-effect control and ±100 the full control effect
Target sequence (Q27686 whole entry, looked up): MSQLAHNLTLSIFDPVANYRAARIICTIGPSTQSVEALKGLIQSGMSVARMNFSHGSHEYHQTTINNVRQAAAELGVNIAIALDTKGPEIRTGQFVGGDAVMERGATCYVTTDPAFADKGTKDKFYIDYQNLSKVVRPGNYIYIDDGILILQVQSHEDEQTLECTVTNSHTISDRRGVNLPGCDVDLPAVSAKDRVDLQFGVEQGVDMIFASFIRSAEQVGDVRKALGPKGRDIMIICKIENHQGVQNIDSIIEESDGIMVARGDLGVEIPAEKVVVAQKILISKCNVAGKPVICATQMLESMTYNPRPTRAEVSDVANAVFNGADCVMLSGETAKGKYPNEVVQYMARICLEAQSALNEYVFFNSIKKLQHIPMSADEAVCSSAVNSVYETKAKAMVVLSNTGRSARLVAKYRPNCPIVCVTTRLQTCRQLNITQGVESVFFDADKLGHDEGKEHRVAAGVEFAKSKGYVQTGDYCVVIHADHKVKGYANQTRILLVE
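Purified LmPK (0.1 nM) converted ADP (0.1 mM) to ATP with PEP (0.5 mM) in imidazole buffer pH 7.2 with KCl and MgCl2, 1 h at room temperature. ATP was read by Kinase-Glo luminescence; data normalized to uninhibited and no-enzyme controls.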
Cycloheximide cs: affects cycloheximide protein synthesis inhibition readout, counter-screen; cell reporter, cycloheximide protein synthesis inhibition counterscreen; max response, %; 300,000 tested, 12% active; AID 2314; in the data active means max response mostly above about 13%, no sharp cut-off; inactive means mostly below about 14%; further: read at 38.3 µM for the half of the compounds with a filed dose; 0% is about no effect
Starred values were filed as active, the others as inactive; ? = inconclusive; . = not tested or not shown; & = joins results of further samples; [ ] = another dose, or the depositor's remark. Unless noted, the call rests on the fitted dose curve; in most records, active means well fitted curve in the direction sought with a large enough effect; inconclusive means small, poorly fitted or top-dose-only effect, or another doubt; inactive means no such curve, though single readings can be large; an effect the other way counts as inactive or inconclusive. Hits appear at their usual frequency. Share with any hit: about 24%.

SMILES	Shiga toxin inh	HCV inhibitor	Pf growth 48h	Pf growth 96h	Tb PYK inh	LmPK inhibitor	Cycloheximide cs
CN(CC1CCCO1)S(=O)(=O)c1ccc(C(=O)Nc2nccs2)cc1 (stereo unspecified)	21.7*	-11.3%	?	?	-0.1%	1.0%	24.1*
CCn1c(C)nc2cc(OC)ccc21	-9.4	7.2%	18.1%	0.3%	0.5%	0.4%	0.9
CC(C(=O)Nc1ccc(Cl)cc1Cl)N1C(=O)NC2(CCCCCCC2)C1=O (stereo unspecified)	.	?	?	-4.2%	0.8%	.	.
O=C(NC(=S)NCc1ccncc1)c1ccccc1	10.0	14.1%	2.8%	12.6%	-13.8%	1.1%	-1.0
COc1cc(/C=C2\N=C(c3ccccc3)OC2=O)ccc1OCc1c(C)no[n+]1[O-]	-12.7	7.8%	8.7%	?	3.1%	8.2%	-5.5
CCC(C)C12CN3CCN(CC(C)(C3)C1=O)C2 (stereo unspecified)	-4.1	20.3%	.	-8.0%	-4.2%	3.0%	6.5
O=C(O)c1cccc(N2C(=O)C3CC=C(Cl)CC3C2=O)c1 (stereo unspecified)	-4.9	6.3%	.	10.4µM*	-1.6%	14.0%	-4.2
Cc1csc(NC(=O)CSc2nnc(-c3ccncc3)o2)n1	30.2	-27.1%	80.9%[activator]	14.1%	2.0%	-7.3%	15.8*
FC(F)(F)c1cc(-c2ccccc2)nc(N2CCCCCC2)n1	-3.0	4.1%	12.9%	16.5%	0.3%	3.0%	-0.4
Cc1nc2c(ncn2-c2ccccc2)c(=O)n1NC(=O)CN1CCCC1	27.0	-7.1%	-2.2%	25.5%	21.6%	-14.2%	-1.3
Cc1c(C)c(C)c(S(=O)(=O)Nc2ccc3[nH]c(=O)[nH]c3c2)c(C)c1C	-4.4	-14.7%	-6.5%	-15.8%	-8.1%	0.3%	-6.4
CN(Cc1ccccc1)C(=O)CN1C(=O)c2ccc([N+](=O)[O-])cc2C1=O	-9.5	9.3%	11.9%	70.5%[activator]	4.9%	-2.1%	-3.1
O=c1[nH][nH]c(C(F)(F)F)c1C=NCc1cccc(Cl)c1	-17.8	-15.8%	-5.9%	.	2.7%	2.2%	-1.4
COc1ccccc1CCC(=O)Nc1cc(S(=O)(=O)N2CCCCC2)ccc1N1CCN(C)CC1	.	14.0%	11.7µM*	?	-9.5%	.	.
Cn1cccc1-c1cc(C(=O)N/N=C/c2cccc(O)c2)[nH]n1	55.9*	-19.8%	22.4%	?	0.2%	3.6%	29.7*
O=C1CN(C(=O)COc2ccccc2)c2ccccc2N1	5.5	11.9%	-4.2%	?	3.6%	1.4%	4.3
COc1cccc(CN2CCCCC2c2cccnc2)c1 (stereo unspecified)	64.6	-5.1%	?	9.9%	5.7%	2.5%	-0.7
Cn1c(N2CCN(S(=O)(=O)c3ccc(F)cc3)CC2)nc2ccccc21	-5.7	-14.7%	16.3%	-25.6%	3.2%	-4.9%	-2.1
O=C(Nc1ccc(N2CCN(C(=O)c3ccco3)CC2)cc1)c1ccc(F)cc1	3.0	?	0.0%	65.7%[activator]	3.4%	13.1%	-1.9
O=C(CSc1nc(-c2ccccc2)c(-c2ccccc2)o1)Nc1nnc(-c2ccccc2)s1	22.7	11.1%	76.5%[activator]	55.1%[activator]	1.8%	1.2%	-3.2
COC(=O)CN1C(=O)COc2ccc(S(=O)(=O)N3CCOCC3)cc21	-3.2	13.3%	-14.0%	9.28µM*	-1.5%	2.0%	14.4
CCOC(=O)c1cc(OC(=O)c2ccccc2)n(-c2ccccc2)n1	-5.6	13.6%	.	-13.3%	-4.1%	-8.5%	-4.6
O=C(/C=C/Nc1ccc(F)c(Cl)c1)c1ccccc1	59.0*	?	189.5%[activator]	330.1%[activator]	-4.7%	-1.2%	44.3*
CSc1cccc(NC(=O)N2CCc3ccc(NC(=O)c4ccccn4)cc3C2)c1	77.4*	?	8.9%	?	-1.3%	-12.8%	18.4*
CCC(C)(C)NC(=O)Cc1ccc(F)cc1	-11.6	4.1%	2.5%	42.7%[activator]	-2.3%	1.2%	1.1
CCC(C)c1ccc(NS(=O)(=O)c2c(C)[nH]c(=O)[nH]c2=O)cc1 (stereo unspecified)	-16.2	2.5%	-4.7%	2.8%	3.3%	7.2%	-2.7
O=C(c1ccc2c(=O)n3c(nc2c1)CCCCC3)N1CCN(c2ccccc2)CC1	-8.7	22.6%	-9.2%	-1.9%	-2.2%	4.2%	-0.2
Cc1cc(NC(=O)CSc2nc(N)c(NC(=O)c3ccccc3)c(=O)[nH]2)no1	15.7	24.9%	43.3%[activator]	74.0%[activator]	1.2%	-0.1%	-9.3
O=C(/C=C/c1ccc(Cl)cc1)NC(=S)NN1CCCCC1c1cccnc1 (stereo unspecified)	-10.3	-10.0%	?	?	.	5.6%	-2.3
Cc1cc(-c2ccc(Cl)cc2)c2cnn(C(C)C)c2n1	19.2	?	-0.2%	1.1%	14.1%	12.5%	29.6*
Cc1ccc(-n2c(O)c(C=NCCN3CCOCC3)c(=O)[nH]c2=O)cc1	15.6	5.1%	.	?	-18.5%	3.0%	8.5
Cc1ccccc1C(=O)N1CCN(c2ncnc3c2cnn3-c2ccccc2)CC1	-31.6	7.94µM*	?	19.7%	-8.4%	1.0%	-3.1
COc1ccc(-n2nc3c(c2NC(=O)c2cc4ccccc4o2)CS(=O)(=O)C3)cc1	-5.0	17.7%	2.5%	-18.6%	-11.2%	-5.0%	-2.7
CC(Nc1c[nH]c(=O)[nH]c1=O)c1ccccc1 (stereo unspecified)	-3.9	14.6%	24.2%	0.0%	-19.4%	-5.1%	-4.4
COc1ccc(CCN2C(=O)CN(Cc3ccccc3)CC2=O)cc1OC	-8.0	13.6%	?	-19.7%	-4.4%	-1.2%	-5.5
CC(C)(C)c1ccc(OCC(=O)NCCN2CCOCC2)cc1	-9.0	14.3%	-0.4%	18.3%	-9.4%	1.1%	-4.5
CC(C)C[C@@H](CSc1ccc(Br)cc1)N1CCN(C)CCC1=O	56.7*	?	-61.4%	?	-5.0%	0.0%	39.7*
CC1(C)C2CC=C(/C=N/NC(=S)Nc3cccnc3)C1C2 (stereo unspecified)	26.3	4.7%	?	?	6.1%	-1.2%	15.9
COc1ccc(CNC(=O)C2CCN(S(=O)(=O)N3CCCCC3)CC2)c(OC)c1	22.3	-20.4%	3.3%	-8.7%	4.0%	-0.5%	-4.3
COCCn1nnnc1C(CC(C)C)N1CCN(C(=O)c2ccco2)CC1 (stereo unspecified)	-10.3	1.3%	5.9%	14.1%	-4.8%	0.2%	-5.5

Single entries from the results shown:
`CSc1cccc(NC(=O)N2CCc3ccc(NC(=O)c4ccccn4)cc3C2)c1` in Cycloheximide cs shows 18.4*
`Cc1cc(-c2ccc(Cl)cc2)c2cnn(C(C)C)c2n1` in Pf growth 48h shows -0.2%

Carrying on:
SMILES	Shiga toxin inh	HCV inhibitor	Pf growth 48h	Pf growth 96h	Tb PYK inh	LmPK inhibitor	Cycloheximide cs
Cc1ccc(N(C(=O)CNC(=O)c2ccco2)C(C(=O)NC2CCCC2)c2cccnc2)c(C)c1 (stereo unspecified)	-4.6	7.3%	-22.5%	-3.5%	-2.0%	-0.8%	-4.9
O=C(CCn1c(=O)sc2ccccc21)Nc1nccs1	39.9	2.5%	.	127.9%[activator]	-1.2%	12.6%	33.0*
COC(=O)CSC1=C(C#N)C(c2ccccc2F)CC(=O)N1 (stereo unspecified)	13.7	?	20.0%	-0.8%	0.0%	6.4%	-4.9
O=C(NCC(O)COc1ccc([N+](=O)[O-])cc1)Nc1ccccc1 (stereo unspecified)	34.1*	-20.2%	-2.2%	-16.8%	-3.4%	7.7%	30.0*
CNC(=O)C1CCN(S(=O)(=O)c2c(C)noc2/C=C/c2ccc(OC)cc2)CC1	1.1	17.5%	?	-5.4%	-1.1%	-12.5%	-1.8
Cc1c(N=Nc2ccc(N(C)C)cc2)c(=O)n(-c2ccccc2)n1C	55.4*	?	?	4.4%	-13.6%	2.5%	24.4*
CCC(=O)N(Cc1cc2ccccc2[nH]c1=O)c1ccc(OC)cc1	-6.1	-0.4%	?	-12.3%	-12.0%	1.7%	-2.0
Cc1nn(CCCC(=O)Nc2ccccn2)c(C)c1[N+](=O)[O-]	22.6	17.9%	0.4%	-35.8%[5.75 µM]	-0.7%	-6.2%	-1.9
COc1cc(C(=O)N/N=C/c2ccc(OC(=O)c3ccccc3Cl)cc2)ccc1O	21.6	-20.9%	23.7%	-14.3%	2.7%	-1.0%	26.1*
O=C(Nc1cc(S(=O)(=O)N2CCCCCC2)ccc1OCC(F)(F)F)c1cnccn1	.	-11.9%	?	?	3.0%	.	.
COCCNC(=S)N(CCc1c(C)[nH]c2ccc(C)cc12)Cc1cc(OC)c(OC)c(OC)c1	-8.2	?	?	9.28µM*	0.4%	-0.3%	4.8
Cc1cc[n+](Cc2ccccc2)cc1	.	?	3.7µM*	9.28µM*	2.6%	.	.
CC(C)c1cc(NC(=O)CSc2nnc(-c3ccccc3F)n2C)on1	-11.2	12.8%	-24.6%	?	-3.7%	-1.6%	-1.7
Cc1nc2ccc(S(=O)(=O)NC(C(=O)NC3CCCC3)C(C)C)cc2s1 (stereo unspecified)	-6.2	8.5%	.	?	5.0%	2.2%	-3.3
O=C(CCn1c(=O)c2cccn2c2cccnc21)N1CCN(c2cccc(Cl)c2)CC1	-2.2	11.2µM*	9.28µM*	?	-29.6%&2.6%	-1.8%	-3.9
Cc1nc(NC(=O)C2CCCCC2C(=O)O)sc1C (stereo unspecified)	0.9	10.3%	-17.9%	?	0.4%	2.1%	-3.1

Among those listed so far, these contain a Cl atom:
SMILES	Shiga toxin inh	HCV inhibitor	Pf growth 48h	Pf growth 96h	Tb PYK inh	LmPK inhibitor	Cycloheximide cs
CC(C(=O)Nc1ccc(Cl)cc1Cl)N1C(=O)NC2(CCCCCCC2)C1=O (stereo unspecified)	.	?	?	-4.2%	0.8%	.	.
O=C(O)c1cccc(N2C(=O)C3CC=C(Cl)CC3C2=O)c1 (stereo unspecified)	-4.9	6.3%	.	10.4µM*	-1.6%	14.0%	-4.2
O=c1[nH][nH]c(C(F)(F)F)c1C=NCc1cccc(Cl)c1	-17.8	-15.8%	-5.9%	.	2.7%	2.2%	-1.4
O=C(/C=C/Nc1ccc(F)c(Cl)c1)c1ccccc1	59.0*	?	189.5%[activator]	330.1%[activator]	-4.7%	-1.2%	44.3*
O=C(/C=C/c1ccc(Cl)cc1)NC(=S)NN1CCCCC1c1cccnc1 (stereo unspecified)	-10.3	-10.0%	?	?	.	5.6%	-2.3
Cc1cc(-c2ccc(Cl)cc2)c2cnn(C(C)C)c2n1	19.2	?	-0.2%	1.1%	14.1%	12.5%	29.6*
COc1cc(C(=O)N/N=C/c2ccc(OC(=O)c3ccccc3Cl)cc2)ccc1O	21.6	-20.9%	23.7%	-14.3%	2.7%	-1.0%	26.1*
O=C(CCn1c(=O)c2cccn2c2cccnc21)N1CCN(c2cccc(Cl)c2)CC1	-2.2	11.2µM*	9.28µM*	?	-29.6%&2.6%	-1.8%	-3.9
